# H37Rv inhibition: M. tuberculosis growth inhibition, HTS (AID 449762); 0.59% of 330,000 active; M. tuberculosis H37Rv growth inhibition, 7H9 media; higher % means a stronger effect; one-dose inhibition, % at 25 µM; IC50 in µM for titrated hits; in the data active = a potency from the dose series; inconclusive = inhibition above about 70% without an active follow-up result;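 also: bacterial growth assessed after seven days of incubation; strong numbers were not always called active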
# tuberculosis growth: growth inhibition of non-replicating M. tuberculosis (AID 488890) | Mycobacterium tuberculosis non-replicating, growth inhibition; higher % means a stronger effect | inhibition, % at 25 µM; hits with a dose series show IC50 in µM | 0.39% of 320,000 active; in the data active = a potency from the dose series; inconclusive = inhibition mostly from about 82% at the one dose, without a potency; inactive = the rest, 99 in 100 with inhibition below about 76%;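 also: plate controls were DMSO cells for no effect and high antibiotic wells for full effect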
# PhoP GFP inhibition: PhoP regulon inhibitors, Salmonella typhi PhoP promoter GFP reporter, confirmatory (AID 1850) | Salmonella Typhi PhoP-promoter GFP reporter, fluorescence, 4 h; higher % means a stronger effect | inhibition, % at 50 µM; hits with a dose series show IC50 in µM | 0.33% of 310,000 active; in the data active = a potency from the dose series; inconclusive = inhibition mostly from about 25% at the one dose, without a potency; inactive = the rest, 99 in 100 with inhibition below about 19%;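 also: 0% = induced wells with vehicle and 100% = uninduced wells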
# H1N1 NS1A inhibition: H1N1 influenza NS1A inhibitors, functional cell based assay (AID 504329); NS1A functional cell-based assay, percent inhibition; higher % means a stronger effect; inhibition, % at 12.5 µM; hits with a dose series show IC50 in µM; 0.3% of 340,000 active; in the data active = a potency from the dose series; inconclusive = inhibition above about 27% without an active follow-up result; also: strong numbers were not always called active
# inhibitors of VEEV: inhibitors of VEEV TC-83 cytopathic effect, confirmation, Vero cells (AID 588727). Vero cells, VEEV TC-83 cytopathic effect inhibition; higher % means a stronger effect. inhibition, % at 20 µM, or IC50 in µM where a hit was titrated. 0.13% of 350,000 active; in the data active = a potency from the dose series; inconclusive = inhibition mostly from about 14% at the one dose, without a potency; inactive = the rest, 99 in 100 with inhibition below about 12%; also: strong numbers were not always called active
# inhibitors of VEEV 10K pilot screen: further read-out of inhibitors of VEEV, marked with its call; inhibition, %; measured here: 10K pilot screen inhibition
# Active calls of the source: *; i = inactive; ? = inconclusive; . = no result given.
SMILES,H37Rv inhibition,tuberculosis growth,PhoP GFP inhibition,H1N1 NS1A inhibition,inhibitors of VEEV,others
COc1ccc(CC(=O)NCC2CCCN(Cc3ccccc3Cl)C2)cc1 (stereo not drawn),-2%,3%,11%,0%,i,
O=C(COC(=O)Cc1ccc(F)cc1)Nc1ccc(Cl)cn1,-10%,67%,.,-6%,2.9%,
O=S(=O)(c1ccccc1)N1CCCCC1CCc1ccccc1 (stereo not drawn),.,.,.,-18%,0.1%,
Cc1ccc(-n2c(=S)sc3c(=O)n(-c4ccc(F)cc4)c(SCC(=O)O)nc32)cc1C,-3%,-8%,10%,1%,0.6%,
Cn1c(CO)cnc1SCC(=O)c1ccc(Br)cc1,-7%,-6%,3%,3%,1.2%,
CCC1CCCCN1CCCNC(=O)c1c(O)nc2c(C)cccn2c1=O (stereo not drawn),2%,3%,2%,-6%,0.7%,
CCOC(=O)c1cc2c(=O)n3ccccc3nc2n(Cc2ccccc2)c1=N,0%,6%,0%,-1%,0.3%,
CN(Cc1ccon1)Cc1cn[nH]c1-c1ccc(-c2ccccc2)cc1,13%,19%,1%,6%,0.5%,inhibitors of VEEV 10K pilot screen=7.4
CCOC(=O)C1CCN(c2c(NCCC(C)C)c(=O)c2=O)CC1,-12%,-4%,-15%,-1%,2.3%,
Cc1csc2ncc(C(=O)N3CCc4ccccc43)c(=O)n12,3%,-15%,-10%,2%,i,
CN(C)S(=O)(=O)c1ccc(Cl)c(NC(=O)CSc2nnnn2-c2ccc(O)cc2)c1,.,.,.,11%,2.1%,
CCOc1ccc(Br)cc1S(=O)(=O)Nc1cccnc1,9%,2%,1%,9%,i,
O=C(CCN1C(=O)c2ccccc2C1=O)Nn1cnnc1,-2%,-8%,-10%,-2%,i,
O=C(Cn1c(=O)cnc2ccccc21)N1CCN(S(=O)(=O)c2cccc([N+](=O)[O-])c2)CC1,-1%,5%,-5%,0%,0.8%,
O=C(NNC(=O)c1ccccc1F)c1ccc(S(=O)(=O)N2CCCCC2)cc1,-5%,20%,.,1%,3.6%,
Cc1nn(-c2ccccc2)nc1C(=O)c1c(C)[nH]n(-c2ccccc2)c1=O,9.7µM*,4.2µM*,-11%,-1%,9.8%,
CC1CCCC(C)N1C(=O)CSc1nnc(NC(=O)Cc2cccs2)s1 (stereo not drawn),-1%,-4%,-4%,2%,6.8%,
O=[N+]([O-])c1ccc(-c2nnc(-c3ccccc3)c(N3CCOCC3)n2)cc1,-8%,-10%,5%,11%,4.2%,
C=C1CN(CC(=O)OC)S(=O)(=O)c2ccccc21,-5%,5%,6%,-3%,0.2%,
COc1cc(/C=N/N=C/c2c[nH]c(=O)c(C#N)c2Nc2ccccc2)ccc1O,-3%,2%,4%,.,.,
COCCn1c(-c2ccccc2)nc2ccccc21,0%,-7%,-1%,-2%,0.8%,
CCOC(=O)[C@@H]1[C@H]2COc3ccc(Br)cc3[C@@H]2N2C(=O)N(c3ccc(C(F)(F)F)cc3)C(=O)[C@@]12C,2%,21%,4%,-1%,1.5%,inhibitors of VEEV 10K pilot screen=0.2
Cc1[nH][nH]c(=O)c1C(c1ccc(-c2ccc(Cl)c(Cl)c2)o1)c1c(C)[nH][nH]c1=O,53µM*,?,6%,3%,3.2%,
Cc1cc(C)c(C(=O)COC(=O)c2ccc(NC(=O)CC#N)cc2)cc1C,2%,8%,15%,0%,1.5%,
COc1cc(OC)cc(C(=O)Nc2nc(CC(=O)NCc3ccccc3OC)cs2)c1,?,20%,3%,-5%,7.4%,

# As a short view, some entries already given:
SMILES,H37Rv inhibition,tuberculosis growth,PhoP GFP inhibition,H1N1 NS1A inhibition,inhibitors of VEEV,others
COc1cc(/C=N/N=C/c2c[nH]c(=O)c(C#N)c2Nc2ccccc2)ccc1O,-3%,2%,4%,.,.,
COCCn1c(-c2ccccc2)nc2ccccc21,0%,-7%,-1%,-2%,0.8%,
CCOC(=O)[C@@H]1[C@H]2COc3ccc(Br)cc3[C@@H]2N2C(=O)N(c3ccc(C(F)(F)F)cc3)C(=O)[C@@]12C,2%,21%,4%,-1%,1.5%,inhibitors of VEEV 10K pilot screen=0.2
Cc1[nH][nH]c(=O)c1C(c1ccc(-c2ccc(Cl)c(Cl)c2)o1)c1c(C)[nH][nH]c1=O,53µM*,?,6%,3%,3.2%,
Cc1cc(C)c(C(=O)COC(=O)c2ccc(NC(=O)CC#N)cc2)cc1C,2%,8%,15%,0%,1.5%,
COc1cc(OC)cc(C(=O)Nc2nc(CC(=O)NCc3ccccc3OC)cs2)c1,?,20%,3%,-5%,7.4%,

# Next section:
SMILES,H37Rv inhibition,tuberculosis growth,PhoP GFP inhibition,H1N1 NS1A inhibition,inhibitors of VEEV,others
CN1CCN(C(=O)c2ccc(CS(=O)Cc3ccc(Cl)cc3)o2)CC1 (stereo not drawn),-12%,-13%,-4%,-5%,0.9%,
Cc1ccccc1OCC(O)CN1C(=O)c2ccccc2C1=O (stereo not drawn),-4%,-10%,8%,0%,i,
O=C(NCCCN1CCCC1)c1ccc2c(c1)N(Cc1ccccc1F)C(=O)c1ccccc1S2=O (stereo not drawn),2%,36%,-13%,2%,i,
COc1c(OC(C)=O)ccc(/C=C/c2ccc3cccc(OCc4ccccc4)c3n2)c1[N+](=O)[O-],-6%,10%,10%,-1%,?,
COc1ccc(/C=N/N=C/c2ccc(OC)c(O)c2)cc1O,-9%,-11%,-1%,1%,7.4%,inhibitors of VEEV 10K pilot screen=1.7
CCCOC(=O)c1ccc(NC(=O)c2cc(Cl)ccc2OC)cc1,-14%,22%,2%,-2%,0.1%,
COc1ccccc1CN1CC(C(=O)NCCn2nc(C)cc2C)CCC1=O (stereo not drawn),-7%,4%,1%,9%,0.8%,
N#CC(=C(O)CN1CCN(c2ccccc2F)CC1)c1nc(-c2ccccc2)cs1,.,.,.,1%,i,
CCOC(=O)Cc1nc2ccccc2o1,0%,43%,1%,.,.,
CN1C(=O)[C@H]2[C@@H](/C=C/c3ccccc3)N3C(=O)CN(Cc4ccccn4)C(=O)[C@@]3(C)[C@H]2C1=O,-8%,3%,-1%,-3%,0.4%,
COc1cccc(C(=O)Nc2cc(C(=O)NCc3ccc(C)cc3)ccc2N2CCC3(CC2)CC(c2ccccc2)=NO3)c1,-9%,-7%,8%,7%,0.2%,
COc1cccc(OC)c1C(=O)Nc1cc(Cl)ccc1N1CCOCC1,-9%,9%,-5%,0%,3.5%,
Cc1ccc(C)c(Cn2c(C(=O)OC(C)C)cc3c2ccn3C)c1,-3%,-3%,-1%,7%,5.0%,
O=C(O)COc1c(-c2ccc(Cl)cc2)oc2ccccc2c1=O,?,35%,2%,-1%,1.4%,
O=C(CCc1ccc(O)c(O)c1)N/N=C/c1ccc2c(c1)OCO2,13%,-2%,5%,3%,1.9%,
Cc1cc(C)n2nc(CC(=O)NC3CCCCCCC3)nc2n1,-15%,-3%,-5%,6%,i,
COC(=O)[C@]1(CC(C)C)N[C@H](c2ccc(-c3ccc(F)cc3)c(OC)c2)[C@@H]2C(=O)N(C)C(=O)[C@@H]21,0%,22%,0%,-5%,4.0%,
O=C(Nc1ccc(F)cc1)c1ccc2snnc2c1,3%,7%,26%,1%,2.4%,
O=c1cc(N2CCOCC2)[nH]c(=O)n1-c1ccc(Cl)cc1,-2%,-24%,12%,8%,i,
O=C(CNC(=O)c1ccccc1Cl)OC1CCOC1=O (stereo not drawn),0%,5%,1%,-7%,1.0%,
CCn1c2ccccc2c2cnc(N=CN(C)C)c(C#N)c21,5%,15%,-4%,-7%,9.2%,
COc1ccc(NC(=O)N2CCOCC2)cc1OC,-6%,.,6%,-2%,0.7%,
CCNC(=O)N1CCNC(=O)C1CC(=O)OC (stereo not drawn),-4%,6%,8%,5%,1.7%,
Cc1ccc(C)c(OCc2nc(-c3cccnc3)no2)c1,-2%,30%,-9%,-2%,6.8%,
O=C(NCCc1ccc(F)cc1)C1CCN(C(=O)Nc2ccccc2)CC1,-4%,4%,.,-4%,1.8%,

# Other records follow.
SMILES,H37Rv inhibition,tuberculosis growth,PhoP GFP inhibition,H1N1 NS1A inhibition,inhibitors of VEEV,others
CCCCCCP(=O)(O)c1ccccc1,4%,14%,0%,-22%,i,
CCN(CC)S(=O)(=O)c1cccc(NC(=O)COC(=O)CCc2nc3ccccc3s2)c1,1%,6%,-8%,-3%,2.4%,
COc1ccc(C(=O)c2ccccc2)c(OCC(=O)N(C)C)c1,-4%,21%,-5%,9%,i,
Cc1ccccc1OCCC(=O)OCC(=O)NC(=O)c1ccccc1,1%,18%,-10%,0%,0.9%,
NC(=O)C1CCN(C(=O)C(=O)c2cn(CC(=O)N3CCCCCC3)c3ccccc23)CC1,-1%,31%,-6%,-8%,1.7%,
O=C(c1cccc([N+](=O)[O-])c1)N1CCN(C(=O)c2ccco2)CC1,-14%,2%,-4%,-2%,1.4%,
Cc1cc(Cl)ccc1OCCCC(=O)NCCN1C(=O)S/C(=C\c2cccnc2)C1=O,6%,37%,6%,3%,4.3%,
Cc1ccc(NC(=O)c2ccco2)c(NC(=O)C2CCCO2)c1 (stereo not drawn),12%,-6%,-9%,4%,i,inhibitors of VEEV 10K pilot screen=0.5
Cc1noc(C)c1CSc1nnc(-c2cccnc2)n1C1CCCCC1C (stereo not drawn),1%,-21%,1%,-6%,1.5%,
Cc1cc(NC(=O)C2CCN(S(=O)(=O)c3cnc[nH]3)CC2)ccc1Br,5%,-16%,-2%,-2%,0.9%,
CCCCN1CC(COCc2ccccc2)Oc2cccc(Oc3ccccc3)c2S1(=O)=O (stereo not drawn),.,.,.,1%,i,
COc1cc(/C=C/C(=O)OCC(=O)Nc2sc3c(c2C#N)CCC(C)C3)ccc1OCC#N (stereo not drawn),-10%,-3%,3%,-2%,1.1%,
O=C(NCCC1=CCCCC1)C1CCN(S(=O)(=O)c2ccccc2C(F)(F)F)CC1,-3%,1%,7%,0%,i,
COc1cccc(NC(=O)CN(C)C(=O)c2c(-c3c(F)cccc3Cl)noc2C)c1,3%,9%,.,4%,0.8%,
CC1CCN(S(=O)(=O)c2ccc3c(c2)c(=O)c(C(=O)NCc2cccs2)cn3C)CC1,-8%,-6%,-6%,-8%,1.6%,
Cc1nnsc1C(=O)NNC(=O)Nc1ccccc1,-3%,-10%,7%,-2%,3.1%,
Cc1cc(C)c(C)c(S(=O)(=O)N[C@@H](C)C(=O)OCc2cc(=O)n3cc(Br)ccc3n2)c1C,8%,42%,-7%,-12%,i,inhibitors of VEEV 10K pilot screen=0.8
COc1ccc(C2/C(=C(/O)c3ccc4c(c3)CC(C)O4)C(=O)C(=O)N2CCCN2CCOCC2)cc1 (stereo not drawn),6%,9%,-1%,-4%,i,
CC(=O)n1cc([C@@H]2C=C(C(=O)N3CCN(Cc4ccc5c(c4)OCO5)CC3)O[C@H](OCc3ccc(CO)cc3)C2)c2ccccc21,3%,22%,-3%,13%,6.9%,inhibitors of VEEV 10K pilot screen=6.0
CN(C)CC1CCCCC1OC(=O)Cc1ccc(Cl)c([N+](=O)[O-])c1 (stereo not drawn),3%,15%,6%,8%,1.1%,
O=C(c1cccc(F)c1)N1CCN(C(=O)C(c2ccccc2)c2ccccc2)CC1,0%,6%,2%,-8%,1.2%,
Cc1cccc(-c2cccc(NC(=O)C3CCCN(C(=O)c4cccnc4)C3)c2)c1 (stereo not drawn),5%,9%,1%,-8%,7.2%,

# Arranged by SMILES length (low to high): part of the list above.
SMILES,H37Rv inhibition,tuberculosis growth,PhoP GFP inhibition,H1N1 NS1A inhibition,inhibitors of VEEV,others
Cc1nnsc1C(=O)NNC(=O)Nc1ccccc1,-3%,-10%,7%,-2%,3.1%,
Cc1ccccc1OCCC(=O)OCC(=O)NC(=O)c1ccccc1,1%,18%,-10%,0%,0.9%,
CCCCN1CC(COCc2ccccc2)Oc2cccc(Oc3ccccc3)c2S1(=O)=O (stereo not drawn),.,.,.,1%,i,
